High-throughput results from PubChem.
eLon inh – inhibits E. coli Lon protease; inhibition, % at 7.94 µM; AID 602123; 360,000 tested, 0.42% active; purified E. coli Lon protease, fluorescence polarization; P0A9M0; in the data active = inhibition above about 13%, passing the limit was not always enough;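 note: 0% = enzyme with probe and DMSO and 100% = no enzyme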
FAS TE block – inhibitors of human fatty acid synthase thioesterase domain; inhibition, % at 15 µM; P49327; recombinant FAS-TE, OMFH fluorogenic substrate, fluorescence endpoint; 360,000 tested, 0.67% active;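 active = compounds whose normalised, plate-corrected inhibition of enzyme fluorescence in the single-dose primary screen is 50% or more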;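 note: 0% = DMSO with enzyme and 100% = substrate without enzyme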
SKN-1 block – C. elegans SKN-1 inhibition. C. elegans VP596 Pgst-4::GFP/RFP ratio, acrylamide-induced, 24 h. inhibition, % at 21.8 µM. 360,000 tested, 0.49% active;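 active = interference check ratio from 0.5 to 1.5 plus GFP to RFP signal ratio inhibition reaching or exceeding a fixed threshold, cut at about 30% in these data, passing the limit was not always enough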; note: some compounds called inactive have numbers as strong as hits
MT1-MMP act inh – MT1-MMP (human) activation inhibition; 360,000 tested, 0.061% active; HT1080 RFP-PRO-GFP cells, GFP/RFP ratio fluorescence, overnight; percent of plate control window, DMSO zero; P50281; GFP/RFP ratio change, % at 20 µM;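 active = GFP/RFP ratio change of at least 30% with cell ATP level not reduced by more than half and red fluorescence within 50% of control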; note: strong numbers were not always called active
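Read-out: GFP/RFP fluorescence ratio; Test system: RFP-PRO-GFP reporter HT1080 cells; Compound dosing: single-point 20 µM compound, 1% DMSO; Times: overnight compound exposure at 37 °C.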
Rin1 Abl inh – blocks binding of human Rin1 to Abl; P00519+Q13671; TR-FRET Rin1/Abl binding, biochemical; inhibition, % at 7.35 µM; 360,000 tested, 0.4% active; in the data active = inhibition above about 5%, passing the limit was not always enough
NRP1-CendR mod – alters CendR peptide binding to human NRP-1; O14786; FAM-RPARPAR peptide binding to NRP-1, fluorescence polarization; inhibition, % at 25 µM; 360,000 tested, 0.85% active;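 active = inhibition or corrected inhibition above about 18%, plus a signal ratio from 0.5 to 1.5, limit read from the data, passing the limit was not always enough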; note: strong numbers were not always called active
MLLE-PAM2 inh – inhibitors of microRNA-mediated deadenylation, human PABP1 MLLE binding. P11940. GST-MLLE / FITC-PAM2 fluorescence polarization. inhibition, % at 20 µM. 360,000 tested, 0.36% active. AID 588489; in the data active = inhibition above about 35%, passing the limit was not always enough;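 note: plate controls were DMSO wells with GST-MLLE for no effect and wells lacking GST-MLLE protein for full effect; some results filed as inactive read as strong as hits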
Target sequence (P11940 whole entry, looked up): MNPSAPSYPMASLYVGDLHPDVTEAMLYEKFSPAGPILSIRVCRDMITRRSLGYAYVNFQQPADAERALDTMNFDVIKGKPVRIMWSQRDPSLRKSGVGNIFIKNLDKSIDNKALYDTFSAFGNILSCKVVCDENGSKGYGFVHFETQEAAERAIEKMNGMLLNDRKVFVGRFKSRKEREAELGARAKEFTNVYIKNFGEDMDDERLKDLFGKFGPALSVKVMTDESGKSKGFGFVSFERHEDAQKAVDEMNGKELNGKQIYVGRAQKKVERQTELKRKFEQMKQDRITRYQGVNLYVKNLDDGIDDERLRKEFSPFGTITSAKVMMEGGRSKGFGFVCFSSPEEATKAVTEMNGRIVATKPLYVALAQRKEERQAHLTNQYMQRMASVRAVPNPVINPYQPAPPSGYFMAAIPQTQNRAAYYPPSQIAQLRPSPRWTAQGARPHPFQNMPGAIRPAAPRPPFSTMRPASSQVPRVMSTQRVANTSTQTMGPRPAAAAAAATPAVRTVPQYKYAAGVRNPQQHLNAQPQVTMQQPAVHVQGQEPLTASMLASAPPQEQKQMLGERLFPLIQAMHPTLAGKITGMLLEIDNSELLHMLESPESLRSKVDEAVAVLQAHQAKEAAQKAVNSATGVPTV
Neddyl block – cullin neddylation inhibition | P61081+Q13564 | TR-FRET cullin neddylation, biochemical | calls only at 25 µM | 360,000 tested, 0.58% active | AID 651699; in the data active = inhibition above about 36%
bovine MsrA act – bovine methionine sulfoxide reductase A activation | purified bovine MsrA, absorbance read-out | 360,000 tested, 0.3% active | activation, % at 10.6 µM; in the data active = activation above about 7.5%;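 note: 0% = vehicle and 100% = reference activator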
Active calls of the source: *; i = inactive; x = no result given; & = joins results of further samples.

SMILES | eLon inh | FAS TE block | SKN-1 block | MT1-MMP act inh | Rin1 Abl inh | NRP1-CendR mod | MLLE-PAM2 inh | Neddyl block | bovine MsrA act
Oc1ccc(CC2CC3CCN2CC3)cc1O (stereo not given) | -5 | -5 | -3 | 9 | -1 | 1 | -1 | i | -5
O=P(Oc1ccccc1)(Oc1ccccc1)C(O)c1ccc(Cl)cc1 (stereo not given) | -3 | 9 | 1 | 8 | 3 | -4 | -4 | i | -2
Cc1ccsc1/C=C1\C(=O)NC(=S)N(C)C1=O | -8 | -6 | 40* | 9 | 0 | -13 | 29 | i | 4
Cc1ccc(S(=O)(=O)N(c2cc(Cl)c(O)c(Cl)c2)P(=O)(OC(C)C)OC(C)C)cc1 | -2 | -9 | 3 | 0 | 0 | -5 | -6 | i | -2
COc1ccc(CN2C(=O)CC(=O)NC2=S)cc1 | -30 | -8 | 2 | 12 | 2 | -16 | -71 | i | -5
c1ccc(-c2[nH]c(-c3ccccc3)[n+](CC3CO3)c2-c2ccccc2)cc1 (stereo not given) | -9 | 26 | 5 | -3 | -3 | 0 | 10 | i | 1
O=C(Cc1ccccc1)N1CCN(C/C=C/c2ccccc2)CC1 | -4 | -3 | 19 | 1 | 4 | -9 | -13 | i | 1
CC1=C(C/C(C)=C/c2ccccc2)/C(=C/CO)[C@H](O)[C@](C)(O)C12CC2 | -4 | 10 | -4 | 0 | -1 | 15 | 20 | i | -2
CN1CCc2nc(SCC(=O)OC(C)(C)C)c(C#N)cc2C1 | -1 | 12 | 6 | -28 | -1 | -10 | -6 | i | -1
Cc1ccc(S(=O)(=O)CC(C)(O)C(=O)Nc2cccc(C(F)(F)F)c2)cc1 (stereo not given) | 1 | 4 | 10 | 6 | 2 | 4 | -4 | i | -6
COc1ccc(/C=C/C=C2C(=O)NC(=S)NC2=O)cc1 | -56 | 1 | 3 | -4 | 6 | -147 | -4 | i | -2
COc1cc(N2CCOCC2)ccc1C=C1C(=O)NC(=O)NC1=O | -9 | -7 | 20 | 1 | 0 | -4 | 1 | i | -7
COC(=O)C1=C(c2ccccc2OCc2ccccc2)C[C@@H]2CC[C@H]1N2C(=O)NCc1ccccc1 | 6 | 18 | 15 | -4 | -1 | 7 | 4 | i | -5
Cc1ccc2c(c1)C1CN(C)CCC1N2C(=O)Nc1cccc(Cl)c1 (stereo not given) | -8 | 8 | 9 | 3 | -3 | -11 | 0 | i | 1
COC(=O)C1=C(c2ccc(C(C)=O)cc2)C[C@@H]2CC[C@H]1N2C(=O)N1CCC(C)CC1 | -6 | -5 | -17 | 1 | 4 | -6 | -11 | i | -12
CCC1(CCC(C)C)C(=O)NC(=S)NC1=O | 2 | -4 | -17 | 2 | 2 | -8 | 26 | i | -3
O=C(OC1CCN(CCCl)CC1)C(c1ccccc1)c1ccccc1 | -6 | 13 | -10 | -3 | 0 | -6 | 4 | i | -8
CC(C)=CCOc1c2occc2cc2ccc(=O)oc12 | -13 | 4 | 0 | 2 | 1 | 2 | -8 | i | -1
Oc1cc(O)cc(/C=C/c2ccc(O)cc2O)c1 | 4 | -9 | 10 | 2 | 6 | 4 | -6 | i | -7
O=C(Nc1cccc(OC(=O)N2CCCCC2)c1)N1CCCCC1 | -8 | -4 | -11 | 8 | 3 | 15 | -3 | i | -11
CC(=O)c1c(C)n(Cc2ccccc2)c2ccc(O)cc12 | 9 | -3 | -9 | -5 | -1 | -8 | 7 | i | -3
COCCCNC(=O)c1c(NC(=O)c2ccccc2)n(Cc2ccccc2)c2nc3ccccc3nc12 | -33 | 4 | 12 | -64 | 4 | -6 | -9 | x | -8
c1ccc2sc(C3CCNCC3)nc2c1 | 2 | -5 | -2 | -2 | -2 | -3 | 11 | i | -2
COc1cc(/C=C2\C(=O)NC(=O)N(c3ccccc3)C2=O)c([N+](=O)[O-])cc1OC | 0 | -4 | 3 | 1 | -3 | 3 | 49* | i | -3
c1ccc2sc(C3CCCNC3)nc2c1 (stereo not given) | -6 | -15 | -12 | -3 | 3 | 5 | 6 | i | -10
Carrying on.
SMILES | eLon inh | FAS TE block | SKN-1 block | MT1-MMP act inh | Rin1 Abl inh | NRP1-CendR mod | MLLE-PAM2 inh | Neddyl block | bovine MsrA act
CC(Cc1ccccc1)NCC(=O)Nc1cc(N(C)C)nc2ccccc12 (stereo not given) | 0 | 10 | -8 | 20 | 3 | -9 | -2 | i | -9
Cn1cccc1/C=C1\C(=O)NC(=O)N(CCC2=CCCCC2)C1=O | -23 | -8 | 7 | 5 | 1 | 61 | -83 | i | -4
COC(=O)C1=C(c2cc3ccccc3o2)C[C@@H]2CC[C@H]1N2C(=O)NCCCOC(C)C | 3 | -1 | 6 | -5 | -3 | 4 | 14 | i | -1
CN(C)c1nc(N(C)C)nc(N(C#N)CCCl)n1 | -2 | -1 | -10 | -3 | -3 | 8 | 12 | i | 2
CN1CCN(c2ncnc3ccc(Br)cc23)CC1 | 1 | -4 | 0 | -8 | 1 | 11 | -8 | i | 0
Nc1cc(Cl)cc(Cl)c1 | 0 | 0 | 6 | -4 | 3 | 10 | -7 | i | 0
CCN(CC)CCCN=C(C)c1c(O)n(-c2ccccc2)c(=O)[nH]c1=O | -2 | -6 | 2 | 9 | -4 | -8 | 3 | i | 0
Brc1ccc(Oc2cc(Br)c(Br)cc2Br)c(Br)c1 | 0 | 20 | -16 | -5 | 8.2* | -16 | 9 | i | -6
COC(=O)C1=C(c2cc3ccccc3o2)C[C@@H]2CC[C@H]1N2C(=O)NCc1ccccc1 | 6 | 10 | 3 | -3 | -4 | 1 | -7 | i | -1
CC(=O)N1Cc2cnnn2-c2ccccc2C1(C#N)Cc1ccccc1 (stereo not given) | 4 | -9 | 4 | 1 | -2 | 4 | 1 | i | 0
O=C(Cc1ccccc1)OCC(=O)N1CCN(S(=O)(=O)c2ccc(Cl)cc2)CC1 | -40 | -1 | -19 | 3 | 1 | -3 | -3 | i | -12
CCN(CC)c1ccc(N=Cc2c(O)n(CCc3ccc(OC)c(OC)c3)c(=O)[nH]c2=O)cc1 | -10 | -76 | -6 | x | 0 | -39 | -91 | i | -13
C=CCN1C[C@@H](C)N(C(c2ccc(C(=O)N(CC)CC)cc2)c2cccc(OC)c2)C[C@@H]1C (stereo not given in full) | -1 | 0 | -17 | 6 | 2 | -3 | 2 | i | -6
COc1cc(CN2CCCC(C(=O)c3sccc3C)C2)cc(OC)c1O (stereo not given) | -8 | -4 | -3 | 1 | 0 | 10 | -1 | i | -1
COc1ccccc1N1CCN(Cc2ccccc2Cl)CC1 | -15 | 21 | -8 | 0 | -5 | 11 | 10 | i | -2
c1ccc(CNCCc2c[nH]c3ccccc23)cc1 | -19 | 4 | -8 | -4 | 0 | 3 | 2 | i | -3
CCCCCCOc1ccc(CN2CCN(CCO)CC2)cc1 | 1 | -3 | 11 | 1 | -1 | 4 | -7 | i | -3
CC(C)C[C@@H]1COc2cc(N3CCN(C)CC3)ccc2S(=O)(=O)N1 | 11 | -10 | -2 | 3 | x | 10 | x | i | -1
COc1ccc2c(c1)[C@@]13CCC=C[C@H]1[C@@H](C2)NCC3 | 6 | 3 | 15 | -22 | 0 | 5 | 4 | i | 0
COC(=O)CCCC(NC(=S)N1CC2C[C@@H](C1)Cn1c2cccc1=O)C(=O)OC (stereo not given in full) | 1 | -2 | 13 | 2 | 1 | 5 | 5 | i | -3
O=S(=O)(c1ccc(Cl)cc1)N1Cc2ccccc2-n2nncc2C1 | -4 | 1 | -9 | 5 | 2 | -10 | -11 | i | -8
COc1cc(CC2(CCc3ccncc3)C(=O)NC(=O)NC2=O)cc(OC)c1OC | -2 | -2 | 3 | 5 | -1 | 6 | -7 | i | -6
CNc1cc(N2CCNCC2)ccc1[N+](=O)[O-] | -6 | 0 | 0 | 2 | -12 | 7 | -1 | i | -2
COc1cccc(C(=O)N2C[C@H]3C[C@@H](C2)c2cccc(=O)n2C3)c1 | -3 | -4 | 7 | 2 | 1 | -1 | -7 | i | -2
COCCCNC(=O)c1c(NC(=O)c2ccco2)n(Cc2ccccc2)c2nc3ccccc3nc12 | -6 | 1 | -6 | -13 | 2 | -20 | -1 | i | -8

Profiles, quoted from the list. Order of screens: eLon inh, FAS TE block, SKN-1 block, MT1-MMP act inh, Rin1 Abl inh, NRP1-CendR mod, MLLE-PAM2 inh, Neddyl block, bovine MsrA act
`COc1cccc(C(=O)N2C[C@H]3C[C@@H](C2)c2cccc(=O)n2C3)c1` across the screens: -3, -4, 7, 2, 1, -1, -7, i, -2
`COc1ccc(CN2C(=O)CC(=O)NC2=S)cc1` across the screens: -30, -8, 2, 12, 2, -16, -71, i, -5
`Cc1ccsc1/C=C1\C(=O)NC(=S)N(C)C1=O` across the screens: -8, -6, 40*, 9, 0, -13, 29, i, 4

Further entries
SMILES | eLon inh | FAS TE block | SKN-1 block | MT1-MMP act inh | Rin1 Abl inh | NRP1-CendR mod | MLLE-PAM2 inh | Neddyl block | bovine MsrA act
CCC(=NC1CCN(Cc2ccccc2)CC1)c1c(O)[nH]c(=O)[nH]c1=O | -11 | -7 | -4 | -5 | -2 | 7 | 3 | i | -2
Cc1cccc(-n2c(O)c(C=NCCN3CCNCC3)c(=O)[nH]c2=S)c1 | 8 | -4 | 4 | 0 | -1 | -3 | 18 | i | -3
O=c1c2ccccc2nc(/C=C/c2ccc(O)cc2)n1-c1cccc(O)c1 | -41 | 4 | 3 | -179 | 3 | -60 | -9 | x | -4
C[C@H]1CCC[C@H](O)CCCCCc2cc(O)cc(O)c2C(=O)O1 | 7 | 0 | -12 | -4 | 0 | -12 | 0 | i | 0
CC1NC(=O)NC(=O)C1Br (stereo not given) | -3 | -10 | -12 | 3 | 1 | 36* | 5 | i | 4
Cc1cc(OC(C)C(=O)NCC2CCC(C(=O)O)CC2)c2c3c(c(=O)oc2c1)CCC3 (stereo not given) | -3 | -6 | 27 | 14 | -4 | -1 | -2 | x | -1
Nc1cncc(C(=O)O)c1 | 44&-6 | -7&-6 | -10&0 | -4 | 4&0 | 2&-1 | 12&1 | i | -13&-3
CCC(c1nnnn1-c1ccc2c(c1)OCCO2)N1CCC(n2c(=O)[nH]c3ccccc32)CC1 (stereo not given) | -3 | 4 | 6 | -10 | 10 | 5 | -1 | i | -1
CCC(=NCc1cccnc1)c1c(O)n(Cc2ccccc2)c(=O)[nH]c1=O | 5 | 3 | 12 | -5 | -2 | -7 | 11 | i | -1
O=C(Cc1ccccc1)Oc1ccc([N+](=O)[O-])cc1 | 2 | -3 | 18 | x | -2 | 10 | 3 | i | -3
CCOP(=O)(Cc1ccc(C#N)o1)OCC | -1 | -4 | -17 | -1 | 0 | 1 | -11 | i | -3
COc1ccccc1N1C(=O)NC(=O)/C(=C/c2ccc3c4c(cccc24)CC3)C1=O | -4 | 0 | -9 | -5 | -5 | -15 | 22 | x | -4
C[C@H](O)[C@H]1CC[C@H]2[C@@H]3CCC4=CC(=O)CC[C@]4(C)[C@H]3CC[C@]12C | -3 | 6 | -4 | -1 | 1 | -2 | 3 | i | -4
O=c1[nH]c(O)c(N=Nc2cc([N+](=O)[O-])ccc2O)c(=O)[nH]1 | -27 | 3 | 50* | 58 | -6 | -1 | -11 | i | -4
NC(=O)CN1CCCC1=O | 1 | 5 | 1 | 0 | 7 | -1 | -5 | i | 0
CC(=O)c1c(O)n(C2CCCCCC2)c(=O)[nH]c1=O | -30 | -11 | -10 | -24 | 2 | -13 | -10 | i | -9
CSc1nnc([C@@H](N)Cc2ccccc2)o1 | -6 | -11 | -18 | 3 | -2 | -2 | -7 | i | -10
CN1CCN(c2nc(N)c(Br)c(Cl)n2)CC1 | 3 | -1 | 24 | -1 | 0 | 4 | -3 | i | 0
COc1ccc(C(O)P(=O)(OC(C)C)OC(C)C)cc1 (stereo not given) | 3 | -5 | -2 | 2 | 1 | -1 | -3 | i | -3
Fc1ccc2c(c1)nnn2C1CCN(Cc2nnnn2CCc2ccccc2)CC1 | 7 | 2 | 4 | 2 | 2 | -10 | -1 | i | -3

Not all compounds are listed, so the mix of outcomes need not match the whole.
